Compound activity (PubChem BioAssay)
ADAM17 inh: ADAM17 inhibition, QFRET primary screen. recombinant ADAM17, EDANS/DABCYL FRET peptide cleavage. actives 0.83% (n = 370,000). inhibition, % at 6.95 µM. AID 720648;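 active means inhibition above the mean of compounds lying between control limits plus 3 SD, set per campaign, cut at about 8.5% in these data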;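 further: 0% = DMSO-only wells as the low control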
NR1D1 modulator: modulators of human Rev-erb alpha DNA binding; Rev-erbα–FITC-DNA binding, fluorescence polarization, 90 min; actives 0.79% (n = 370,000); activity, % at 10 µM;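 active means activity above about 14%, limit read from the data; passing the limit was not always enough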;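 further: 0% = DMSO wells with 35 nM protein and 100% = DMSO wells with 750 nM protein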
Target sequence (P20393 whole entry, looked up): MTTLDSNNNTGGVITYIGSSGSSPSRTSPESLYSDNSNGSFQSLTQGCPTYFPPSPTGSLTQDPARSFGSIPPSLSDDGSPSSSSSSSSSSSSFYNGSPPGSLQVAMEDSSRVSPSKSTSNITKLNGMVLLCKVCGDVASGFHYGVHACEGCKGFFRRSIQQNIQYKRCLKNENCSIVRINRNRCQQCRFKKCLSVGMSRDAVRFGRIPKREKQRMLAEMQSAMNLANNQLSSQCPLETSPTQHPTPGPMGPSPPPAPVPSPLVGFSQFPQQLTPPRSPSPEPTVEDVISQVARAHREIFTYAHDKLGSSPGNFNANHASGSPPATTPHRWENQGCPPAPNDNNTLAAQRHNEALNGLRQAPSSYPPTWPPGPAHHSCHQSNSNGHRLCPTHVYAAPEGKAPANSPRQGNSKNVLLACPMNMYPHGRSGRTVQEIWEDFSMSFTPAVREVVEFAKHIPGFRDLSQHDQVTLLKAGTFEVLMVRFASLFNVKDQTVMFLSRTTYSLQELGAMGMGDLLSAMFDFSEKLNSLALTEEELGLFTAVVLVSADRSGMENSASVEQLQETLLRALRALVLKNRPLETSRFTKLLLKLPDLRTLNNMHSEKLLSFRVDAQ
MBD2 inh: blocks human MBD2 binding to methylated DNA; Q9UBB5; TR-FRET, MBD2 binding to methylated oligonucleotide; inhibition, % at 4.4 µM; actives 0.31% (n = 370,000); AID 686964; in the data active means inhibition above about 13%
Target sequence (Q9UBB5 whole entry, looked up): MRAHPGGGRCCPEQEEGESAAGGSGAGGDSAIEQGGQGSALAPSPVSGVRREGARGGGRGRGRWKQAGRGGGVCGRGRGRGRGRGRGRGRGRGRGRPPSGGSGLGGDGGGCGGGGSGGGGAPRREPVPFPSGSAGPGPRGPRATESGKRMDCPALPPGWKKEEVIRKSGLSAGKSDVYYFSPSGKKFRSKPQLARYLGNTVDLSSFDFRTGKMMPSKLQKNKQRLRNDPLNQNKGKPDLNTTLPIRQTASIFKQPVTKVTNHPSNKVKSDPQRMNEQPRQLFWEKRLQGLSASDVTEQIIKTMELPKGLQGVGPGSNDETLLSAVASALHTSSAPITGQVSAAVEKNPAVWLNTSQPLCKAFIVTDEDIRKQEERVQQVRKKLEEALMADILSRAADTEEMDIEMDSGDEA
DAX1 inh-1: inhibitors of human orphan nuclear receptor DAX1 (NR0B1); inhibition, % at 6.75 µM; HEK293 Gal4-DAX1 luciferase reporter, luminescence; AID 504766; P51843; actives 0.99% (n = 340,000);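 active means inhibition above the mean over all tested compounds plus 3 SD, cut at about 4.2% in these data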;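 further: 0% = DAX1-transfected cells with DMSO and 100% = empty-vector control cells with DMSO; inhibition shows as a rise in luminescence from relieved DAX1 repression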
hgDAF-12 ag: activates the H. glycines DAF-12 receptor ligand-binding domain | HEK293 GAL4-hgDAF12 UAS-luciferase reporter, agonist luminescence; normalized to butyrate control | activation, % at 6.8 µM | actives 1.8% (n = 370,000);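 active means activation above a cutoff set at the mean of all screened compounds plus 3 SD, cut at about 10% in these data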;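 further: 0% = DMSO wells and 100% = sodium butyrate wells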
SMARCA2 act: SMARCA2 function activation, primary screen; MG213 cells, MMTV-luciferase reporter, dexamethasone, overnight; activation, % at 9.1 µM; actives 1% (n = 370,000); AID 652017; in the data active means activation above about 7.8%;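 further: 0% = vehicle wells and 100% = reference activator wells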
PLCg1 inh: blocks human PLC-gamma1 enzyme activity; purified PLC-gamma1, fluorogenic substrate, fluorescence; actives 0.84% (n = 370,000); inhibition, % at 12.2 µM; in the data active means inhibition above about 9.5%
DAX1 inh-2: DAX1 (NR0B1) inhibition, primary screen; AID 652010; inhibition, % at 6.8 µM; actives 1.1% (n = 370,000); HEK293T StAR-luciferase reporter, SF-1/DAX-1 repression relief;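 active means inhibition above the mean over all tested compounds plus 3 SD, cut at about 3.6% in these data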;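 further: 0% = DAX-1 cells with DMSO and 100% = cells lacking DAX-1 with DMSO; higher inhibition means more luminescence from relief of DAX-1 repression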
PLCb3 inh: PLC-beta3 (human) inhibition, primary screen | Purified PLC-beta3, fluorogenic substrate, fluorescence | actives 0.18% (n = 370,000) | inhibition, % at 12.2 µM; in the data active means inhibition above about 11%;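 further: 0% = median of compound wells on plate and 100% = full blocker control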
hcDAF-12 act: activators of H. contortus DAF-12 nuclear receptor. HEK293 hcDAF-12 lit1-tk-luc reporter, luminescence; 0% DMSO, 100% Δ7-dafachronic acid. activation, % at 6.8 µM. actives 1.4% (n = 370,000);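 active means activation above the mean of all tested compounds plus 3 SD, cut at about 5.5% in these data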;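 further: 100% = response to 3 µM Δ7-dafachronic acid high control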
ssDAF12 agonist: activates DAF-12 receptor from parasite S. stercoralis. AID 652126. activation, % at 6.8 µM. HEK293 ssDAF-12/GRIP1 lit1-tk-luc reporter, luminescence; % of 3 µM dafachronic acid response. actives 1% (n = 370,000);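 active means activation above the mean over all tested compounds plus 3 SD, cut at about 0.9% in these data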;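 further: 0% = DMSO-only wells and 100% = 3 µM delta7-dafachronic acid wells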
Numbers without * were called inactive; i = inactive; / = not tested or not shown.

SMILES | ADAM17 inh | NR1D1 modulator | MBD2 inh | DAX1 inh-1 | hgDAF-12 ag | SMARCA2 act | PLCg1 inh | DAX1 inh-2 | PLCb3 inh | hcDAF-12 act | ssDAF12 agonist
CCS(=O)(=O)Nc1ccc(C(=O)NCCSc2ccccc2)cc1 | -1 | 3 | 3 | 2.0 | 5.5 | 5 | 1 | -0.8 | -2 | -0.4 | -0.1
Cn1ccc2c(-c3ccc(C(=O)O)cc3)cc3c(c21)C1CCC3C1 (stereo not drawn) | -187 | -7 | 2 | / | 5.3 | 3 | i | 0.2 | i | 0.4 | -0.9
COc1ccc2nc(C)cc(Nc3ccc(N4CCOCC4)cc3)c2c1 | -1 | -1 | 6 | 0.9 | 2.3 | 0 | 3 | 0.0 | 2 | 0.8 | -1.1
Cc1ccccc1OCC(O)CN1CCN(CC(O)COc2ccccc2C)C(C)C1 (stereo not drawn) | 7 | 0 | -3 | -1.4 | -0.5 | -2 | 3 | -0.7 | 1 | -0.7 | -0.9
O=C(O)C1CC(=O)N(c2ccc3c(c2)OCCO3)C1 (stereo not drawn) | 5 | 2 | 6 | -1.6 | -6.7 | -7 | 0 | -1.1 | 6 | -3.1 | -1.8
O=S1(=O)CC(N2CCN(CCO)CC2)CN1Cc1cn(Cc2ccc(C(F)(F)F)cc2)nn1 (stereo not drawn) | -7 | 0 | 14* | / | 0.6 | -1 | -1 | 3.5 | -3 | -1.0 | -0.6
CCCNC(=O)c1nn2c(C(F)(F)F)cc(-c3ccccc3)nc2c1Cl | 0 | 10 | 1 | 1.8 | 0.9 | -2 | 1 | 0.6 | 2 | 1.6 | -1.5
Cc1ccc(Cl)cc1NC(=S)N(CCN(C)C)C(C)c1ccccn1 (stereo not drawn) | -5 | 4 | -3 | 2.7 | 0.9 | -5 | 3 | 0.5 | -9 | -0.6 | -0.5
C#Cc1ccc([C@H]2C=C(C(=O)N3CCN(Cc4ccc5c(c4)OCO5)CC3)O[C@@H](OCc3ccc(CO)cc3)C2)cc1 | -4 | -3 | 6 | -0.5 | -0.8 | -1 | -19 | -0.5 | -27 | 0.5 | -1.6
CCC(c1nnnn1Cc1ccco1)N1CCN(c2cc(Cl)ccc2C)CC1 (stereo not drawn) | 2 | -4 | 1 | 0.1 | 0.9 | -3 | 3 | -1.2 | -1 | -1.5 | -1.2
Cn1nc(C(F)(F)F)c2cc(C(=O)Nc3ccc(F)c(Cl)c3)sc21 | -1 | 1 | 3 | 0.4 | 0.2 | -2 | 0 | 0.3 | -5 | -3.3 | -1.3
COCCn1c(SCC(=O)Nc2ccc(N3CCOCC3)cc2)nc2ccccc21 | 2 | -7 | -3 | -0.9 | -0.7 | -3 | -2 | -0.3 | 2 | 0.3 | -1.1
CCOc1ccccc1CNC(=O)CCN1C(=O)COc2ccccc21 | -1 | -3 | -1 | 3.8 | 1.4 | 2 | 2 | -0.4 | 7 | -1.9 | -1.8
Cc1cccc2sc(NC(=O)C3CCCO3)nc12 (stereo not drawn) | -3 | 5 | 8 | 0.9 | 7.6 | 2 | -2 | 1.3 | -6 | 3.4 | -0.1
COC(=O)c1ccccc1NC(=O)c1ccccc1N(C)S(C)(=O)=O | -1 | 0 | 0 | -0.3 | -0.7 | 0 | 0 | 0.4 | 2 | -0.2 | -0.6
CN(CC(=O)Nc1ccc(Cl)c(C(F)(F)F)c1)C(=O)CCN1C(=O)C2CCCCC2C1=O (stereo not drawn) | -2 | -2 | 1 | -1.4 | -2.1 | -1 | 5 | -2.2 | -7 | -0.5 | -1.6
CCCCc1nc2cc(C(=O)NCc3ccccn3)ccc2o1 | 2 | -2 | -4 | 1.2 | 0.2 | -3 | 1 | 0.2 | -3 | 0.3 | -0.8
Cc1ccc(NC(=O)COC(=O)C2CSC3(C)CCC(=O)N23)c(C)c1 (stereo not drawn) | -5 | -3 | 2 | 0.2 | 1.0 | 0 | 1 | 0.3 | -4 | -1.6 | -1.5
Cc1c(C(=O)NN2CCCCC2)nn(-c2ccc(Cl)cc2Cl)c1-c1ccc(Cl)cc1 | 2 | -3 | 3 | / | -1.6 | -6 | 4 | -0.6 | 2 | -0.5 | -0.6
Cc1ccc(-n2nc3c(c2NC(=O)c2ccccc2Br)CS(=O)C3)cc1 (stereo not drawn) | -3 | -2 | -5 | 3.0 | -0.9 | 0 | 1 | 1.3 | 3 | -1.2 | -1.5
CC(c1nnc(SCC(=O)N2CCc3ccccc32)n1-c1ccc(Cl)cc1)N(C)C (stereo not drawn) | 3 | -4 | 4 | 1.7 | -1.3 | 0 | 4 | -0.6 | 1 | 0.5 | -0.7
CCOC(=S)SCC(=O)N1CCc2ccccc2C1C1C(=O)CCCC1=O (stereo not drawn) | -1 | 1 | -3 | 0.3 | -0.6 | 1 | 0 | 0.3 | 0 | 0.7 | -0.9
CN1OC[C@@H]2CN(C(=O)c3cccnc3)[C@H](c3ccc(N4CCCCC4)cc3)C[C@@H]21 | -4 | -1 | 3 | / | 0.6 | -3 | -3 | -0.3 | -4 | 0.4 | -1.0
C/C(=N/NC(=O)C1CC1(c1ccccc1)c1ccccc1)c1cccs1 (stereo not drawn) | -1 | -2 | -1 | 1.1 | 1.3 | -1 | -2 | 0.1 | -1 | -0.9 | -1.0
O=C(Cc1ccc(Cl)cc1)Nc1ccc(-c2nnc(-c3ccco3)o2)cc1 | -21 | -21 | -2 | -1.4 | -0.5 | -2 | -24 | -0.4 | -27 | -2.6 | -1.6
CC(C)C[C@H](NC(=O)c1nc[nH]c1C(=O)NC1CCN(C(=O)OC(C)(C)C)CC1)C(=O)OCc1ccccc1 | 16* | -3 | -2 | 0.2 | 2.0 | 2 | 8 | 0.1 | 10 | -1.2 | -1.6
Cc1nn(C(C)C(=O)N2CCN(c3ccccn3)CC2)c(=O)c2cc3occc3n12 (stereo not drawn) | 0 | 5 | 2 | 0.5 | 1.5 | -1 | 2 | -0.3 | -2 | -0.8 | -1.1
COc1ccc(CC(=O)NNS(=O)(=O)c2ccc3ccccc3c2)cc1OC | -3 | -8 | 1 | -1.1 | -1.5 | -4 | 2 | -0.9 | 2 | -2.8 | -1.4
CCOC(=O)C1CCCN(CCC(=O)Nc2ccc(C)cc2)C1 (stereo not drawn) | -3 | -6 | -1 | 1.2 | -1.0 | -2 | -1 | -0.7 | -1 | -0.9 | -1.2
O=C(OCn1cncn1)c1ccc(Cl)cc1Cl | -2 | -1 | -6 | 0.8 | -0.2 | -2 | 1 | 0.2 | 0 | -0.1 | -1.1
COc1ccc2[nH]c3c(C)c4cc[n+](C)cc4c(C)c3c2c1 | 2 | 7 | 109* | -0.2 | -3.8 | 0 | -10 | -3.2 | -13 | 4.2 | 0.8
CCOc1ccc(OCC)c(N=c2oc3c(C)ncc(CO)c3cc2C(N)=O)c1 | -2 | -3 | -3 | 1.7 | -2.1 | 3 | -2 | -0.6 | -3 | -0.9 | -1.9
CCC1C(=O)C(CC)C(c2ccccc2)NC1c1ccccc1 (stereo not drawn) | -3 | 6 | -5 | -1.4 | -0.4 | -1 | 0 | -0.6 | -2 | 0.3 | -1.4
COC(=O)c1cc2nc(-c3ccccc3)cc(C(F)(F)F)n2n1 | -10 | -6 | -3 | 0.0 | -1.4 | -2 | -26 | -0.3 | -40 | -0.7 | -1.8
CCOc1ccc(CN2CCN(Cc3cc4ccccc4[nH]3)CC2CCO)cc1 (stereo not drawn) | -3 | -5 | -5 | -1.6 | 1.2 | 3 | -8 | -0.4 | -13 | 5.2 | 2.0*
CCCN1CCN(C(=O)c2ccc(CS(=O)c3ccc(F)cc3)o2)CC1 (stereo not drawn) | -5 | 5 | 1 | 0.4 | -0.7 | -1 | -1 | 0.8 | -10 | 0.6 | -0.8
Cc1nc2ccccc2n1CC(=O)OCC(=O)NC1CC1 | -4 | 2 | -1 | -0.2 | -0.7 | 1 | -2 | 1.9 | -5 | -0.6 | -2.0
COc1ccc(C(=O)NC2CCCc3c2cnn3-c2cc(F)cc(F)c2)c(OC)c1OC (stereo not drawn) | 2 | 1 | -2 | 1.0 | -1.9 | 0 | 0 | -2.5 | -7 | -1.4 | -1.9
CC(=O)N1c2ccccc2N(Cc2ccc([N+](=O)[O-])cc2)C(=O)C1(C)C | -3 | -2 | 7 | -0.8 | -1.8 | 0 | 1 | 0.0 | 0 | -2.3 | -1.8
NC(=S)C(c1ccccc1)c1ncc(C(F)(F)F)cc1Cl (stereo not drawn) | -2 | -9 | 3 | -0.9 | -2.9 | -2 | 0 | -0.3 | -7 | 4.4 | -1.2

Quoted from the entries so far (three entries):
SMILES | ADAM17 inh | NR1D1 modulator | MBD2 inh | DAX1 inh-1 | hgDAF-12 ag | SMARCA2 act | PLCg1 inh | DAX1 inh-2 | PLCb3 inh | hcDAF-12 act | ssDAF12 agonist
CC(c1nnc(SCC(=O)N2CCc3ccccc32)n1-c1ccc(Cl)cc1)N(C)C (stereo not drawn) | 3 | -4 | 4 | 1.7 | -1.3 | 0 | 4 | -0.6 | 1 | 0.5 | -0.7
CCOC(=S)SCC(=O)N1CCc2ccccc2C1C1C(=O)CCCC1=O (stereo not drawn) | -1 | 1 | -3 | 0.3 | -0.6 | 1 | 0 | 0.3 | 0 | 0.7 | -0.9
CN1OC[C@@H]2CN(C(=O)c3cccnc3)[C@H](c3ccc(N4CCCCC4)cc3)C[C@@H]21 | -4 | -1 | 3 | / | 0.6 | -3 | -3 | -0.3 | -4 | 0.4 | -1.0

(continued)
SMILES | ADAM17 inh | NR1D1 modulator | MBD2 inh | DAX1 inh-1 | hgDAF-12 ag | SMARCA2 act | PLCg1 inh | DAX1 inh-2 | PLCb3 inh | hcDAF-12 act | ssDAF12 agonist
CCC(C)NC(=O)c1cn(CC)c2cc(N3CCN(C(=O)c4ccco4)CC3)c(F)cc2c1=O (stereo not drawn) | -170 | -2 | -3 | -1.0 | -3.3 | 1 | -295 | -1.1 | -437 | -3.2 | -1.4
O=C(CC[C@H]1O[C@@H](n2ccc(=O)[nH]c2=O)[C@H](O)[C@@H]1O)NCc1ccco1 | -3 | 3 | -6 | / | -0.1 | -1 | 2 | -2.7 | 1 | -0.5 | -1.2
O=C(O)c1nc(-c2ccccc2)c(C(=O)NC2CC2)[nH]1 | -2 | -2 | 4 | / | 0.9 | -4 | 0 | 0.2 | 1 | -1.6 | -1.1
Cc1cc([N+](=O)[O-])cc(C)c1OCC(=O)N/N=C/c1ccc(OC(=O)c2ccccc2)cc1 | 6 | 1 | -2 | 0.5 | -0.8 | -5 | 1 | -1.1 | 2 | 1.6 | -1.2
Cc1ncsc1C(=O)Nc1nc2c(s1)CCCC2 | -2 | -1 | 6 | 2.1 | 13* | 2 | -13 | 2.6 | -14 | 2.5 | 0.5
CC1(C)CC(=O)C(C2(O)C(=O)N(Cc3ccccc3)c3ccccc32)CO1 (stereo not drawn) | -3 | -5 | -1 | -0.8 | -0.2 | -3 | -1 | -0.1 | 0 | -0.9 | -0.9
Cc1cc(C)n(/N=C/c2ccccc2)c(=O)c1C#N | -4 | -5 | -2 | -0.6 | 0.1 | -4 | 1 | 0.1 | 2 | -1.6 | -0.7
CCN(CC)C(=O)C(Oc1ccc(S(=O)(=O)N2CCCC2)cc1[N+](=O)[O-])c1ccccc1 (stereo not drawn) | 1 | 5 | -6 | 0.3 | -1.3 | 0 | 1 | -0.2 | -6 | -1.9 | -1.4
O=C(/C=C/c1cccc(F)c1)NCc1ccc2c(c1)OCO2 | -1 | 1 | -3 | 1.6 | 3.5 | -1 | -3 | 0.3 | -5 | 0.7 | -0.7
